MsrA act = bovine methionine sulfoxide reductase A activation | 360,000 compounds, 0.3% hits | purified bovine MsrA, absorbance read-out | activation, % at 10.6 µM; in the data active means activation above about 7.5%;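 further: 0% = vehicle and 100% = reference activator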
SKN-1 block = C. elegans SKN-1 inhibition | 360,000 compounds, 0.49% hits | inhibition, % at 21.8 µM | C. elegans VP596 Pgst-4::GFP/RFP ratio, acrylamide-induced, 24 h;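 active means interference check ratio from 0.5 to 1.5 plus GFP to RFP signal ratio inhibition reaching or exceeding a fixed threshold, cut at about 30% in these data, passing the limit was not always enough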; further: some compounds called inactive have numbers as strong as hits
Neddyl block = cullin neddylation inhibition. P61081+Q13564. TR-FRET cullin neddylation, biochemical. calls only at 25 µM. 360,000 compounds, 0.58% hits. AID 651699; in the data active means inhibition above about 36%
eLon inh = E. coli protease La inhibition; 360,000 compounds, 0.42% hits; purified E. coli Lon protease, fluorescence polarization; inhibition, % at 7.94 µM; P0A9M0; in the data active means inhibition above about 13%, passing the limit was not always enough;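 further: 0% = enzyme with probe and DMSO and 100% = no enzyme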
Target sequence (P0A9M0 whole entry, looked up): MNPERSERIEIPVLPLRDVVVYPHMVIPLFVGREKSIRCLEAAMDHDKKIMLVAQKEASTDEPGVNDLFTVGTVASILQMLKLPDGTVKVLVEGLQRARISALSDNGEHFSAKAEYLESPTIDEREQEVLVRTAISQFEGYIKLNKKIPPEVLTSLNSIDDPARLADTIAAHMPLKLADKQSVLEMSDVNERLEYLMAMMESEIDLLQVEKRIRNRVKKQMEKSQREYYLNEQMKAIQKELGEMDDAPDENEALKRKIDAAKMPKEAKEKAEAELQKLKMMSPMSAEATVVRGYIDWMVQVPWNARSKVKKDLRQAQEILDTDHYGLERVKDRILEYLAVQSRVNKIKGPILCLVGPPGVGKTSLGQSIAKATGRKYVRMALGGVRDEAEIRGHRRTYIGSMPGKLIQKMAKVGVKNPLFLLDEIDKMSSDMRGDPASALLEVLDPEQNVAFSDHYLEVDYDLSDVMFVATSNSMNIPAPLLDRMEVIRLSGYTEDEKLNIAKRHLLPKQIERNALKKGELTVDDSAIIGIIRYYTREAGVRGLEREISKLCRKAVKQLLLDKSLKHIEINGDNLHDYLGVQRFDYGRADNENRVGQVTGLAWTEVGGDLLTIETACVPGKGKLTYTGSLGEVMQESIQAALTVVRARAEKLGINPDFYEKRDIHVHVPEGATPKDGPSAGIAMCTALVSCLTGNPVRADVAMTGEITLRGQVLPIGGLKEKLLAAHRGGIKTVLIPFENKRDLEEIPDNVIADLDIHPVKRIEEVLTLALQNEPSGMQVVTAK
FAS-TE inh = inhibitors of human fatty acid synthase thioesterase domain | 360,000 compounds, 0.67% hits | recombinant FAS-TE, OMFH fluorogenic substrate, fluorescence endpoint | inhibition, % at 15 µM;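 active means compounds whose normalised, plate-corrected inhibition of enzyme fluorescence in the single-dose primary screen is 50% or more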;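 further: 0% = DMSO with enzyme and 100% = substrate without enzyme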
MT1-MMP act inh = blocks activation of human MT1-MMP; P50281; HT1080 RFP-PRO-GFP cells, GFP/RFP ratio fluorescence, overnight; percent of plate control window, DMSO zero; GFP/RFP ratio change, % at 20 µM; 360,000 compounds, 0.061% hits; AID 651647;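 active means GFP/RFP ratio change of at least 30% with cell ATP level not reduced by more than half and red fluorescence within 50% of control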; further: strong numbers were not always called active
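Read-out: GFP/RFP fluorescence ratio; Test system: RFP-PRO-GFP reporter HT1080 cells; Compound dosing: single-point 20 µM compound, 1% DMSO; Times: overnight compound exposure at 37 °C.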
Rin1-Abl PPI inh = blocks binding of human Rin1 to Abl; P00519+Q13671; TR-FRET Rin1/Abl binding, biochemical; inhibition, % at 7.35 µM; 360,000 compounds, 0.4% hits; in the data active means inhibition above about 5%, passing the limit was not always enough
NRP1-CendR mod = alters CendR peptide binding to human NRP-1. O14786. FAM-RPARPAR peptide binding to NRP-1, fluorescence polarization. inhibition, % at 25 µM. 360,000 compounds, 0.85% hits. AID 602438;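 active means inhibition or corrected inhibition above about 18%, plus a signal ratio from 0.5 to 1.5, limit read from the data, passing the limit was not always enough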; further: strong numbers were not always called active
MsrA inhibitor = inhibitors of bovine MsrA; purified bovine MsrA, absorbance read-out; AID 651718; inhibition, % at 15.5 µM; 360,000 compounds, 0.75% hits; in the data active means inhibition above about 4.5%;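 further: 0% = vehicle wells with enzyme and 100% = reference inhibitor wells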
Numbers without * were called inactive; i = inactive; / = not tested or not shown.

molecule	MsrA act	SKN-1 block	Neddyl block	eLon inh	FAS-TE inh	MT1-MMP act inh	Rin1-Abl PPI inh	NRP1-CendR mod	MsrA inhibitor
CCOC(=O)c1cnc(SCc2nc(N)nc(Nc3ccc(F)cc3)n2)nc1N	-12	-36	i	-3	-5	-20	1	0	0.2
NC(=O)C1(N2CCCCC2)CCN(C2CC(=O)N(Cc3ccc(N4CCCC4=O)cc3)C2=O)CC1 (configuration not stated)	-2	-6	i	-8	-11	0	1	-3	0.5
COC(=O)c1cn(Cc2cccnc2)c(=O)c2ccccc12	-5	6	i	-10	-6	4	-4	2	1.9
Cc1c(C(Nc2ccccn2)c2ccccc2)c(=O)n(-c2ccccc2)n1C (configuration not stated)	-8	-25	i	-6	-6	2	-1	-2	-0.3
Cc1ccccc1OCc1nnc(SCC(=O)N2c3ccccc3Sc3ccc(Cl)cc32)o1	-2	5	i	4	34	2	-2	-8	-0.7
CN(C)CCCN1c2ccc(O)cc2Sc2ccc(Cl)cc21	-2	15	i	-12	-1	-8	-5	-7	0.5
CCOC(=O)C=C(C(=O)OCC)C(=O)OCC	-3	5	i	0	-1	-10	1	1	1.6
CCN(C(=O)CN1C(=O)NC2(CCc3ccccc32)C1=O)C1CCCCC1 (configuration not stated)	-4	-6	i	-7	-2	4	1	2	0.3
COc1ccc(-c2cc(C(=O)Nc3ccccc3N3CCOCC3)c3ccccc3n2)cc1OC	-5	7	i	0	41	-12	1	-2	1.2
O=C(NCc1ccccc1)N1CCN(CCO)CC1	-3	-1	i	-9	-7	-3	3	17	0.5
CCOCCCN1C(=O)CN(C2CCCCC2)C(=O)C1c1ccc(OCC)c(OC)c1 (configuration not stated)	-2	6	i	4	-7	5	0	1	1.4
Cc1ccc(C(O)(COC(=O)C(C)C)COC(=O)C(C)C)c(O)c1	-1	-12	i	2	0	6	0	3	-1.0
O=C(NCc1csc2ccccc12)Nc1cc(Cl)cc(Cl)c1	-2	11	i	2	4	1	2	7	-0.3
CCOc1ccc2[nH]c3c(NCC(C)C)ncnc3c2c1	-1	15	/	-19	-4	9	-2	6	/
O=C(NCC1([N+](=O)[O-])CN(C(=O)c2ccccc2)CN(C(=O)c2ccccc2)C1)c1ccccc1	-3	-8	i	1	-1	-2	-1	-4	-0.4
CN(C)c1ccc(/C=N/Nc2ccc(-n3ccnc3)nn2)cc1	-7	8	i	-6	-7	3	-6	8	6.0*
O=[N+]([O-])c1ccc(O)c2cccnc12	-5	-3	i	9	-8	-4	-11	7	0.8
COc1ccc(C(=O)Nc2ccccc2C(=O)NCc2ccco2)cc1	-8	17	i	8	3	1	4	8	0.0
CC(C)(C)n1nc2c(c1NC(=O)Cc1ccccc1)CS(=O)(=O)C2	-3	-13	i	12	-4	2	3	0	1.6
COCC(=O)Nc1ccc(C(N)=O)cc1	-12	-20	i	-7	-8	1	2	-7	-0.5
Cn1ncc(C(=O)Nc2ccc(Cl)cc2)c1C(F)(F)F	-2	2	i	-3	1	5	-1	-5	1.4
C=CCc1ccccc1OCCCCN1CCCC1	-2	-22	i	-3	-12	2	1	-2	0.4
COc1cccc(NC(=O)CC(C)=O)c1	-7	-2	i	-1	-10	5	-4	-5	-0.6
Cc1ccccc1N1CC(C(=O)Nc2nnc(SCC(=O)Nc3nccs3)s2)CC1=O (configuration not stated)	-5	8	i	2	-6	0	0	-47	0.3
CC(=O)Nc1ccc(-c2ccnc3c2CC(C)(C(=O)NCCC(F)(F)F)O3)cc1 (configuration not stated)	-3	0	i	-8	-2	4	-3	5	0.1
CCC(CC)NC(=O)c1ccc2c(c1)OCCO2	-2	29	i	12	-4	-1	-1	10	-0.1
CC(=O)N1CCc2cc(Br)cc(S(=O)(=O)NCCCN(C)Cc3ccccc3)c21	-2	-1	i	-2	-7	-1	1	9	-1.9
CCn1c(SCC(=O)Nc2cccc(F)c2)nnc1-c1cc2cc(Br)ccc2o1	-5	5	i	4	-6	-5	-6	-5	-0.5
CC1Cc2ccccc2N1C(=O)CO/N=C/c1ccc(OC(F)F)cc1 (configuration not stated)	-5	-5	i	2	5	3	1	-10	0.2
CC(C)C(=O)NC(Nc1cccc2cccnc12)C(Cl)(Cl)Cl (configuration not stated)	1	0	i	3	8	-10	0	6	-0.5
CC(=O)c1cccc(NC(=O)C2COc3ccccc3O2)c1 (configuration not stated)	-6	-11	i	-1	1	0	2	-2	-0.9
CC(C)CC1CCCCC1OC(=O)CN1CCCCC1 (configuration not stated)	-1	14	i	1	0	1	1	8	-1.1
O=C(NCCc1ccccc1)c1ccc2c(c1)OCCO2	0	6	i	1	-1	1	-2	1	0.3
COc1cccc(CNC(=O)C2CCN(S(=O)(=O)c3cnc[nH]3)CC2)c1	-3	-7	i	8	-8	-10	-1	-7	1.1
O=S(=O)(/C=C/c1ccccc1)NCc1ccccc1Cl	-6	7	i	-6	6	-3	0	0	-0.6
Cc1ccc(Cn2nnnc2CN2CCC(O)(c3ccccc3F)CC2)cc1	-3	-9	i	-1	5	4	2	-3	-1.3
CCCn1c(SCC(=O)N(C)CC(=O)Nc2ccc(Cl)cc2)n[nH]c1=O	-1	2	i	-18	-7	-1	1	2	-0.1
CCOC(=O)C(C)Sc1nc(-c2ccccc2)nc2ccc(F)cc12 (configuration not stated)	-1	9	i	-4	33	1	-2	-4	0.8
CCc1c(C2(O)CCCCC2)[nH]c2ccc(C#N)cc12	1	9	i	-16	8	0	2	-4	1.9
CCN(CC)S(=O)(=O)c1ccc(F)c(C(=O)OC2CC(C)OC2=O)c1 (configuration not stated)	3	17	i	2	-3	-3	2	6	0.2
CCc1nnc(NS(=O)(=O)c2ccc(NS(=O)(=O)c3ccccc3)cc2)s1	-2	13	i	7	-3	-2	-2	-14	-0.4
N#Cc1ccc(/C=N/NC(=O)c2cccc(S(=O)(=O)N3CCOCC3)c2)cc1	-7	-3	i	-2	-4	-3	2	3	-0.7
CCCCOC(=O)c1ccc(NC(=O)CN2C(=O)NC3(CCCCCC3)C2=O)cc1	0	14	i	-2	38	-1	12*	10	-1.3
Fc1c(F)c(F)c(SCn2cc(Br)cn2)c(F)c1F	-2	5	i	5	6	-3	1	6	-0.5
CCn1c(O)c(N=NC(=O)CNc2ccc(C)cc2)c2ccccc21	-5	9	i	7	19	8	-5	12	2.2
CCCn1c(SCC(=O)N2CCCCC2)nnc1C(C)C	-7	-4	i	-1	-4	2	6	-4	0.8
O=C(CCC(=O)N1CCOc2ccc(Cl)cc21)NCCN1CCOCC1	-1	-9	i	0	-5	-4	1	-8	3.7
C[C@]12c3[nH]c4cc(-c5ccco5)ccc4c3CCN1C(=O)[C@@H](CC(=O)NCc1cccc(C(F)(F)F)c1)C[C@@H]2C(=O)N1CCCCC1	0	21	/	6	24	-5	-3	-22	2.4
Cc1ccc(OCc2cc(C(=O)N(C)CC3CCOCC3)no2)cc1C	-4	10	i	1	0	-3	0	3	1.4
CCOCCc1c(O)nc(SCCOc2ccc(C)c(C)c2)[nH]c1=O	-2	-2	i	-7	0	2	-2	-3	1.8

Additional results follow.
molecule	MsrA act	SKN-1 block	Neddyl block	eLon inh	FAS-TE inh	MT1-MMP act inh	Rin1-Abl PPI inh	NRP1-CendR mod	MsrA inhibitor
Cc1ccccc1N1C(N)=NC(N)=NC1(C)C	-5	/	/	9	/	/	-3	/	-0.4
CCOc1ccc(-c2nnc(NC(=O)Cc3ccc(OC)cc3)o2)cc1	-1	13	i	-9	-6	-3	1	8	0.4
O=C(Cn1nnc(-c2ccccc2NC(=O)c2ccco2)n1)NC1CCCCC1	-2	10	i	-3	-11	14	-1	-6	-1.3
COc1cc(C(=O)OCC(C)=O)ccc1OCc1c(C)noc1C	2	0	i	2	-7	1	-5	12	-1.1
COc1ccccc1NC(=O)CCN1C(=O)/C(=C\c2cc(OC)c(OC)c(OC)c2)SC1=S	2	5	i	-11	12	36*	5	-2	0.1
C=CCn1c(SCC(=O)NC2CCCC2)nnc1-c1ccncc1	-1	-17	i	1	-8	1	0	16	0.3
O=C(CCn1nc(-c2ccc(F)cc2)ccc1=O)NCc1ccccc1	-4	-1	i	-11	0	-2	-3	-9	-0.1
CCOc1ccc(CNCc2cccnc2)cc1	-3	-3	i	-7	-1	7	2	7	-1.1
CCCc1nnc(NC(=O)COC(=O)c2cc(C)nc3ccccc23)s1	0	11	i	-4	-2	-1	-1	4	0.5
COc1cc(CCC(=O)OCc2nnc(-c3ccccc3)o2)cc(OC)c1OC	1	1	i	0	-3	-3	1	-3	-0.9
COc1cc(CC(=O)Nc2ncc(C)s2)cc(OC)c1OC	-2	-3	i	6	-5	-12	-5	-7	1.0
COc1ccc(-c2ccc(=O)n(CC(=O)Nc3ccc4c(c3)OCCO4)n2)cc1	-5	-5	i	-1	0	1	2	4	0.7
COc1ccc(C(Nc2cc(C)ccn2)c2ccc3ccc(C)nc3c2O)cc1 (configuration not stated)	-9	-5	i	6	2	5	0	4	0.8
CCc1ccc(C(=O)Nc2ccc(OC)c(S(=O)(=O)N3CCOCC3)c2)cc1	-3	-3	i	-2	-1	10	3	0	-0.7
CC(C)(C)C(=O)N/C(N)=N/c1nc2ccccc2o1	-8	15	i	4	5	8	-1	-6	-1.5
O=C(O)c1cc(S(=O)(=O)Nc2ccc(OCc3ccccc3)cc2)ccc1Br	-3	-12	i	-10	-2	0	-1	2	-0.1
CCCCn1c(=NC(=O)c2cccnc2)c(C(=O)OCC)cc2c(=O)n3ccccc3nc21	-3	-40	/	-1	31	5	0	-2	0.7
O=C(CSCC(=O)Nc1ccccc1)N/N=C/c1c(O)ccc2ccccc12	-6	7	i	-9	26	-6	-2	-26	0.5

Compounds above with a cyano group, in the order listed:
molecule	MsrA act	SKN-1 block	Neddyl block	eLon inh	FAS-TE inh	MT1-MMP act inh	Rin1-Abl PPI inh	NRP1-CendR mod	MsrA inhibitor
CCc1c(C2(O)CCCCC2)[nH]c2ccc(C#N)cc12	1	9	i	-16	8	0	2	-4	1.9
N#Cc1ccc(/C=N/NC(=O)c2cccc(S(=O)(=O)N3CCOCC3)c2)cc1	-7	-3	i	-2	-4	-3	2	3	-0.7

Source: PubChem (several laboratories)
